TRAIL sens C8: caspase-8 TRAIL sensitization. NB7+C8 cells + TRAIL, ATPlite viability luminescence. inhibition (viability loss, TRAIL sensitization), % at 10 µM. 360,000 compounds, 1% hits. AID 624354;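 active = compounds causing at least 50% loss of cell viability in the single-dose screen, relative to plate controls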
CF NFkB inh: cystic fibrosis NF-kB activation inhibition; KKLEB NF-kB-GFP reporter, PAF-induced, GFP fluorescence overnight; 360,000 compounds, 0.86% hits; AID 588850; inhibition, % at 5 µM;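 active = at least 50% inhibition at 5 µM, scaled per plate between neutral and stimulator controls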;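 also: PAF is a Pseudomonas aeruginosa culture filtrate used as stimulus; plate controls were PAF-stimulated DMSO wells for no effect and unstimulated DMSO wells for full effect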
SRC3 inh: inhibitors of human steroid receptor coactivator 3 (SRC3). Q9Y6Q9. HEK293 GAL4-SRC3 luciferase reporter, luminescence. inhibition, % at 3.6 µM. 360,000 compounds, 0.17% hits. AID 588352;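 active = inhibition above a per-campaign cutoff, the mean of all compounds plus 3 SD, cut at about 60% in these data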;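 also: 0% = DMSO-treated cells and 100% = gossypol-treated cells at 36 µM; higher means less SRC3-driven luciferase light from the GAL4 reporter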
TROY NFkB inh: TROY signaling inhibition. Q293 LMP1-TROYcd NF-kB luciferase reporter, 4 h. inhibition, % at 10 µM. 360,000 compounds, 0.98% hits. AID 1347056;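 active = compounds whose plate-normalised and pattern-corrected inhibition of the luciferase reporter signal at the single screening dose is 50% or more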
KKLEB tox: reduces viability of KKLEB cystic fibrosis airway cells. 360,000 compounds, 0.36% hits. KKLEB CF airway cells viability, ATPlite luminescence, overnight; hits give low values; cells stimulated with P. aeruginosa culture filtrate. activity change (cytotoxicity), % at 5 µM;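 active = corrected activity change at or below -50% at 5 µM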
COUP-TFII inh: blocks human COUP-TFII nuclear receptor; 370,000 compounds, 0.7% hits; HEK293T NGFI-A luciferase reporter, luminescence; inhibition, % at 8.6 µM; P24468;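 active = inhibition above a per-plate cutoff, mean inhibition of test wells between control levels plus 3 SD, cut at about 38% in these data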;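 also: cells cotransfected with COUP-TFII expression vector driving the NGFI-A reporter; 0% = median of COUP-TF2 test wells and 100% = reporter-only cells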
Shn3 inh set2: inhibitors of Schnurri-3 3'UTR reporter in osteoblasts; Clone20 osteoblast Shn3 3'UTR firefly luciferase, 24 h; inhibition, % at 12.5 µM; 360,000 compounds, 0.52% hits; AID 588674;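 active = mean inhibition of at least 75% with every replicate also reaching 75%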;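 also: 0% = median of neutral control wells and 100% = pilot-screen positive control compound; some compounds past the cut are filed as inactive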
TWEAK Fn14 block: inhibitors of TWEAK-Fn14 interaction signaling | TWEAK-stimulated Fn14 reporter cells, luciferase luminescence, 8 h | inhibition, % at 10 µM | 360,000 compounds, 2% hits | AID 1159606; in the data active = inhibition above about 50%
EBV LMP1 NFkB: Epstein-Barr LMP1 NF-kappaB reporter inhibition | inhibition, % at 12.5 µM | 350,000 compounds, 0.69% hits | LMP1-induced NF-kappaB luciferase reporter cells, luminescence; in the data active = inhibition above about 41%;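 also: 0% = neutral control wells and 100% = reference inhibitor control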
NCOA1 inh: human NCOA1 inhibition; Q15788; HEK293 GAL4-SRC1 luciferase reporter, luminescence; inhibition, % at 3.6 µM; 360,000 compounds, 0.12% hits;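 active = inhibition above the campaign mean plus 3 SD, with each screening campaign given its own cutoff, cut at about 60% in these data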;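 also: 0% = DMSO treated cells and 100% = gossypol at 36 µM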
Target sequence (Q15788 whole entry, looked up, the tested form may be a part): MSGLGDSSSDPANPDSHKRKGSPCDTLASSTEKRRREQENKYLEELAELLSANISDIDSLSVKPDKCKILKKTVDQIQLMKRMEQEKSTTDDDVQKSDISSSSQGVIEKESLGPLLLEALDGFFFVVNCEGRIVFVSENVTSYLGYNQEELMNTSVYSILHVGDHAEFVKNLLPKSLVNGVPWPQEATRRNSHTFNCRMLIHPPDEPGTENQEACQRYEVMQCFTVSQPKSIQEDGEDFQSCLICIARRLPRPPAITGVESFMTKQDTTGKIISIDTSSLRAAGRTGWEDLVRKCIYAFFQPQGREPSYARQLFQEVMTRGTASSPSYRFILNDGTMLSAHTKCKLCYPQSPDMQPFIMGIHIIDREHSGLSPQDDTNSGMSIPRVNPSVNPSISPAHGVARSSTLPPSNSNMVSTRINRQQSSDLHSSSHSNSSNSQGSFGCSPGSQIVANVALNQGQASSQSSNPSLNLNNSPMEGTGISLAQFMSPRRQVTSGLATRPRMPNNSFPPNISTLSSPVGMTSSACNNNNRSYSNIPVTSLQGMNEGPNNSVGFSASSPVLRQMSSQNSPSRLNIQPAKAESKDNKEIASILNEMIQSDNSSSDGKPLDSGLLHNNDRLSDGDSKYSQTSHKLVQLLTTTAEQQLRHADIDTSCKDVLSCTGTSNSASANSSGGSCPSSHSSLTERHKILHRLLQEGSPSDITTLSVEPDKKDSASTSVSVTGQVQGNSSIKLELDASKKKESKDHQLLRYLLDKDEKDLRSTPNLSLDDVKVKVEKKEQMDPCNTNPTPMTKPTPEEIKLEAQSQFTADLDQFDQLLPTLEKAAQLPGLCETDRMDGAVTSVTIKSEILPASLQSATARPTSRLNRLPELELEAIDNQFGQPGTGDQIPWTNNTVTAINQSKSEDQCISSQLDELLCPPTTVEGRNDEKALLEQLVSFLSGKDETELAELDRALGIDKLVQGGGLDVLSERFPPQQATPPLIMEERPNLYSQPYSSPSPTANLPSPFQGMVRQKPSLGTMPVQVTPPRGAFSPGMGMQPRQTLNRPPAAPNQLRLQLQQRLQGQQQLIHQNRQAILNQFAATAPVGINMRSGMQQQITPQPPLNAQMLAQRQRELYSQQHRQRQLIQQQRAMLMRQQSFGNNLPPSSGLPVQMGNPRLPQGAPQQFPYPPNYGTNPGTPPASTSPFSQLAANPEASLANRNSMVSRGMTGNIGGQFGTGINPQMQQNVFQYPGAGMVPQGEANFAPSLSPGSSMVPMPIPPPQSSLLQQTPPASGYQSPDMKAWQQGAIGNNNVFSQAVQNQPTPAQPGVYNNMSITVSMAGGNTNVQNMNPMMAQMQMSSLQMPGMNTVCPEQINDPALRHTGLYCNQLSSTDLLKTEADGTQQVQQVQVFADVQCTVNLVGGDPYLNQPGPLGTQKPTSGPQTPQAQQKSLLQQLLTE
NR5A2 inv ag: NR5A2 inverse agonism in reporter assay | inhibition, % at 3.6 µM | HEK293T StAR-luciferase reporter, LRH-1 transfected, 24 h | 360,000 compounds, 0.13% hits;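 active = inhibition above the mean inhibition of all tested compounds plus 3 SD, cut at about 73% in these data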;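 also: 0% = DMSO wells and 100% = reporter-only cells lacking LRH-1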
Numbers without * were called inactive; / = no result given. Not all compounds are listed, so the mix of outcomes need not match the whole.

SMILES	TRAIL sens C8	CF NFkB inh	SRC3 inh	TROY NFkB inh	KKLEB tox	COUP-TFII inh	Shn3 inh set2	TWEAK Fn14 block	EBV LMP1 NFkB	NCOA1 inh	NR5A2 inv ag
O=C(NNC(=O)c1ccncc1)Nc1cccc(C(F)(F)F)c1	-2.5	12.2	7.4	-0.2	17.1	16.3	2.0	11.8	3.0	-5.7	3.9
O=C(Cn1nc(-c2ccccc2)ccc1=O)NCC1CCCO1 (stereo not drawn)	-12.1	-9.1	3.1	-4.0	9.2	3.4	11.1	15.5	-4.2	-14.2	-6.2
CC1(N=Cc2cc(Cl)ccc2O)COP(=O)(Nc2ccccc2)OC1 (stereo not drawn)	-11.5	16.1	-11.5	-4.0	6.1	12.0	-11.2	13.8	-12.0	-20.0	-20.8
CCOC(=O)c1[nH]cnc1C(=O)N[C@@H](C)c1ccccc1	-7.9	19.5	4.3	-20.8	-21.5	-15.1	-33.9	6.7	23.6	-1.7	-4.3
Cc1c(NC(=O)OCCNC(=O)Nc2ccccc2)sc(=S)n1C	3.0	0.2	2.7	-1.9	1.0	6.9	-2.7	-35.8	-1.3	3.1	25.0
N#Cc1ccc(Cn2ccnc2C(=O)Nc2ccccc2)cc1	2.5	2.1	-13.9	-31.1	-11.0	11.9	-16.9	-36.5	-0.2	-8.6	-0.9
CC(=O)C1=C(C)OC(N)=C(C#N)C1c1cc2cccc(C)c2nc1Cl (stereo not drawn)	-1.4	1.0	6.9	1.5	0.2	-2.0	1.2	-3.8	-0.8	-3.7	5.3
COc1ccc2cc(CN(CCCN3CCOCC3)Cc3nnnn3C3CCCC3)c(=O)[nH]c2c1	-16.7	4.4	-2.9	0.1	-2.7	-1.6	16.1	18.6	-0.3	-0.4	1.6
Cc1cc(C)cc(NC(=O)C(NCCN2CCOCC2)c2ccccc2)c1 (stereo not drawn)	-22.2	-6.1	-4.1	-4.8	-4.3	12.2	6.2	-6.2	2.1	4.9	13.4
O=C(CCCSc1nc2ccccc2[nH]1)NC1=NCCS1	5.6	1.9	1.0	-6.2	6.4	-20.6	-9.4	-18.4	-13.0	-3.9	2.3
C/C(=N\NC(=O)c1nnn(-c2nonc2N)c1CSc1ccccc1)c1ccc2c(c1)OCO2	-4.8	4.6	-2.0	0.7	1.5	3.3	1.4	-28.5	-6.9	-49.5	-9.9
Cc1cccc(CSC(=N)N)c1	2.7	-12.7	9.1	-7.5	25.1	10.2	4.0	-2.0	39.3	-12.3	10.3
CS(=O)(=O)Nc1ccc(-c2cc(/C=C3\SC(N)=NC3=O)c[nH]c2=O)cc1	-0.3	-1.0	9.9	-23.8	7.2	-3.5	8.1	9.9	-10.4	3.7	5.5
CCC(C)(C)NC(=O)CC(c1ccc(OC)cc1)n1cccc1 (stereo not drawn)	-10.7	11.4	-2.7	-3.6	3.7	-2.6	-2.3	5.0	-3.2	-20.1	-6.2
C=CCN1CCN(C(=O)CSc2ccccc2)CC1	-5.3	-8.6	-33.9	-21.3	-5.3	-20.0	-16.4	3.0	-2.3	-28.5	-26.9
Cc1ccc(NC(=S)Nc2ccc3cn[nH]c3c2)cc1C	-1.3	20.3	4.1	-10.9	2.2	13.5	-14.5	-23.6	-3.8	-14.1	4.5
Cc1c(C(=O)CN2CCCC(C)(C)C2)c2ccccc2n1C	-24.7	-12.4	-5.6	6.8	7.6	-18.8	-20.8	-5.8	-3.5	-0.2	-18.1
COc1cc(C(=O)NCC(c2cccs2)N2CCOCC2)cc(Br)c1OCc1ccccc1 (stereo not drawn)	14.4	-7.4	23.7	-4.6	-13.0	8.6	44.1	14.1	10.3	19.7	8.0
CC(C)Nc1c([N+](=O)[O-])c(=O)oc2ccccc12	1.9	-8.5	6.7	-16.5	-8.3	15.2	-1.5	-11.1	-1.2	-15.2	-7.1
CC(=O)NC1=NN(C(C)=O)C(C)(CCS(=O)(=O)c2ccc(Br)cc2)S1 (stereo not drawn)	-8.1	5.7	6.8	-11.2	2.2	0.5	5.4	-7.3	-1.7	-50.6	4.2
COc1ccc(NC(=O)CC(C)CC(=O)NCc2ccc(F)cc2)c(OC)c1 (stereo not drawn)	3.6	10.9	4.8	-1.4	-8.6	6.4	-0.1	-5.4	3.4	5.0	7.2
CN(C)c1ccc(C(=O)Nc2ccc(S(=O)(=O)NC3=NCCCCC3)cc2)cc1	-11.2	-14.1	5.2	5.9	10.3	0.8	-4.3	8.9	-6.5	-6.5	0.2
Cc1cccc(N2CCN(C(=O)Cn3nc(Cc4ccncc4)c4ccccc4c3=O)CC2)c1C	9.7	-23.5	-13.6	-2.3	5.3	-14.3	5.4	-13.9	91.2*	1.1	-10.0
Cc1ccc(S(=O)(=O)/N=C(/c2ccc(F)cc2)N2CCCC2)cc1	-5.5	17.6	-2.7	21.3	-2.5	6.7	-15.3	-8.0	14.3	-1.5	-3.9
O=c1c2[nH]c3ccccc3c2ncn1Cc1ccccn1	14.4	-18.7	-7.7	-2.5	-0.4	-5.5	1.5	6.9	-1.5	-4.8	-8.0
Cc1ccc(-c2nnc(Nc3cccc(O)c3)c3ccccc23)cc1S(=O)(=O)NCCO	9.2	0.7	-1.5	6.8	25.2	13.9	9.1	-0.2	16.3	-25.5	1.2
CCN(CC)C(=O)C(=O)N/N=C/c1ccc(C(=O)OC)cc1	-6.1	-19.6	4.3	-5.5	7.1	-1.3	0.5	7.9	7.7	2.7	-5.9
CCCN(Cc1ccc(C)cc1)C(=O)c1ccc(CNS(=O)(=O)c2ccc(C(C)=O)cc2)cc1	9.8	-7.1	-47.6	-15.2	-2.1	1.0	-49.4	-22.3	-36.2	-40.8	-3.1
O=C(O)C1=NN(c2ccccc2)C(=O)CC1	-14.5	-19.5	3.7	27.3	10.1	-15.7	-4.3	-0.9	-5.3	-4.8	4.6
O=C(c1ccc(NS(=O)(=O)c2cccc3cccnc23)cc1)N1CCOCC1	10.9	3.7	5.5	-3.5	0.8	-2.7	1.0	9.2	0.2	13.9	23.9
O=C(O)Cn1c(=O)n(Cc2ccccc2)c2ccccc21	7.8	9.2	-5.5	9.1	1.1	-6.0	4.7	4.8	-15.5	-11.1	-3.5
Cc1c(OCC(=O)NCc2ccccn2)ccc2c3c(c(=O)oc12)CCCC3	4.7	-43.9	4.0	-28.5	1.2	5.2	18.7	-36.8	-6.9	-6.1	-5.1
O=C(NC(=O)c1ccncc1)NC(c1ccccc1)c1ccccc1	-6.2	-3.5	17.2	-2.1	-4.3	7.6	11.2	12.6	-11.6	6.6	2.9
CCCCOc1ccc(Cl)cc1CSc1nnc(CC)n1N	12.4	-2.5	12.4	0.5	0.5	-4.9	17.3	-13.6	-6.6	4.5	9.8
O=C(CCc1c[nH]c2ccccc12)OCC(=O)N1CCN(S(=O)(=O)c2ccccc2)CC1	9.5	7.0	-4.6	10.4	-7.3	11.5	1.5	-3.5	4.4	-18.2	-2.0
CN=C1SC(CC(=O)Nc2sc3c(c2C#N)CCCC3)C(=O)N1C (stereo not drawn)	-5.3	-4.9	15.2	1.9	4.9	20.4	-3.3	-0.9	-5.3	-12.9	-9.4
COCCNC(=O)C(OC(=O)CC1Sc2ccccc2NC1=O)c1ccncc1 (stereo not drawn)	0.3	4.7	-9.2	8.2	-2.7	-3.7	-0.8	12.6	-1.6	-8.8	17.8
O=C(CN1CCN(S(=O)(=O)c2ccc(Br)cc2)CC1)c1ccc(O)c(O)c1	20.7	-8.6	3.4	-7.0	-1.3	4.3	4.1	-0.1	-0.1	7.4	-23.5
CC(C(=O)N1CCc2ccccc2C1)N1C(=O)c2ccccc2C1=O (stereo not drawn)	11.2	6.5	18.7	-10.4	-12.0	6.3	-2.6	-0.5	-2.9	-6.2	-13.7
CC1CCCC(C)N1/N=C/c1ccccc1OC(F)F (stereo not drawn)	0.3	-12.8	2.0	-15.1	17.4	9.1	-8.2	-5.1	-0.9	-2.2	15.3
CC1CC(=S)Nc2ccccc2N1Cc1ccccc1 (stereo not drawn)	-11.0	11.2	-3.7	-5.8	2.0	0.1	19.7	13.5	1.1	0.8	-11.6
Cc1cccc(OCCCCc2c(C)n[nH]c2C)c1	19.3	1.0	-17.5	13.8	9.0	14.2	16.9	-16.0	5.0	-0.1	-3.4
CC(=O)OCC(=O)[C@H]1CC[C@H]2[C@@H]3CCC4=CC(=O)CC[C@]4(C)[C@H]3CC[C@]12C	-5.4	14.4	-21.1	8.2	12.3	-6.6	-63.4	-4.2	0.8	-6.1	1.4
COc1ccc(S(=O)(=O)NC(=O)C2(C)CCN2C(=O)C2(c3ccccc3)CC2)cc1 (stereo not drawn)	-9.3	-8.0	-20.1	-1.0	-9.8	9.6	-2.0	17.2	/	5.1	-7.6
COc1ccc(-c2nc3ccc(C)cn3c2Cc2cccc(F)c2)cc1OC	2.3	2.8	-11.3	19.6	-14.9	-26.9	10.1	-21.9	/	-41.0	-24.4

Three compounds out of the list, sorted by SMILES length, rising.
SMILES	TRAIL sens C8	CF NFkB inh	SRC3 inh	TROY NFkB inh	KKLEB tox	COUP-TFII inh	Shn3 inh set2	TWEAK Fn14 block	EBV LMP1 NFkB	NCOA1 inh	NR5A2 inv ag
O=C(O)Cn1c(=O)n(Cc2ccccc2)c2ccccc21	7.8	9.2	-5.5	9.1	1.1	-6.0	4.7	4.8	-15.5	-11.1	-3.5
O=C(NC(=O)c1ccncc1)NC(c1ccccc1)c1ccccc1	-6.2	-3.5	17.2	-2.1	-4.3	7.6	11.2	12.6	-11.6	6.6	2.9
O=C(CN1CCN(S(=O)(=O)c2ccc(Br)cc2)CC1)c1ccc(O)c(O)c1	20.7	-8.6	3.4	-7.0	-1.3	4.3	4.1	-0.1	-0.1	7.4	-23.5

Next part.
SMILES	TRAIL sens C8	CF NFkB inh	SRC3 inh	TROY NFkB inh	KKLEB tox	COUP-TFII inh	Shn3 inh set2	TWEAK Fn14 block	EBV LMP1 NFkB	NCOA1 inh	NR5A2 inv ag
COc1cccc2cc(C(=O)N3CCN(C(=O)c4ccco4)CC3)c(=O)oc12	9.1	-8.4	-6.4	-4.1	8.5	-4.4	-24.1	9.9	-10.2	6.5	-4.1
COc1cc(NC(=O)c2cccc(Br)c2)nc(OC)n1	-8.5	-29.5	-41.2	-38.8	4.3	-27.5	-22.2	-41.2	-1.9	-43.4	-57.9
O=C(N(c1ccccc1)c1ccccc1)n1ccnc1	-4.2	11.4	12.5	10.1	-0.6	4.9	9.5	14.2	-4.2	3.4	20.2
Cc1nc(N)sc1N=Nc1ccc(F)cc1	7.3	2.5	-43.3	-20.7	-9.1	-26.0	-73.6	-16.1	-24.0	-62.4	-48.5
CCN1CCN(CCCNC(=O)c2ccc3c(Cl)c4c(nc3c2)CCCC4)CC1	12.3	18.7	-15.7	8.5	-4.4	-10.5	-0.9	-26.7	-1.4	1.9	-36.3
O=C1CSC(=S)N1c1cccc(Br)c1	-7.2	-6.1	-5.0	3.7	9.7	15.1	43.1	31.3	7.1	-13.2	10.5
CC1(C(=O)NS(=O)(=O)c2cccc(Cl)c2)CCN1C(=O)C1CC1 (stereo not drawn)	-12.3	-0.2	-11.3	-14.2	-3.0	0.8	-9.7	0.0	/	-13.0	-3.8
COCCNC(=O)c1ccccc1NS(=O)(=O)c1ccc(C)c([N+](=O)[O-])c1	-2.5	-15.8	6.0	3.7	-3.0	12.8	0.6	30.8	6.1	-0.5	6.7

From PubChem
